C2C12 statin: protects C2C12 myotubes from simvastatin toxicity | ATP luminescence, 48 h; scaled: DMSO 0, geranylgeraniol control 100 | 330,000 tested, 0.78% active | AID 602340 | rescue of ATP level, % at 7.49 µM;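 active = mean ATP rescue above about 67%, or every replicate alone reaching that limit, limit read from the data, passing the limit was not always enough; inconclusive = no clear call, values can overlap the other calls; inactive = mean under the limit and some replicate under it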;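 also: myotubes were challenged with 10 µM simvastatin during compound exposure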
PglD DTNB: inhibitors of Campylobacter jejuni PglD acetyltransferase | purified PglD enzyme, DTNB colorimetric CoA detection | inhibition, % at 12.5 µM | 360,000 tested, 0.098% active | AID 602405; in the data active = inhibition above about 16%, passing the limit was not always enough; inconclusive = no clear call, values can overlap the other calls; also: strong numbers were not always called active
E-selectin induc: induces E-selectin expression in human endothelial cells. P16581. HUVEC E-selectin immunofluorescence imaging; normalized: neutral wells 0, TNF-alpha wells 100. activation, % at 7.58 µM. 260,000 tested, 0.37% active. AID 686992;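 active = mean E-selectin-positive cell signal at least 10% of the positive control, reached in at least 60% of replicates, without over 20% cell loss; inconclusive = no rule given, readout overlaps actives, possibly toxicity-flagged; inactive = the rest, including those meeting only one limit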;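 also: in these data hits start at about 27%; measured in HUVEC primary endothelial cells; signal is the percent of cells scored E-selectin positive by PE staining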
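System: HUVEC, human umbilical vein endothelial cells; quantity: 3,000 cells/well; buffer or medium: EGM-2 medium, gelatin-coated wells; dosing: single-point compound dose; detection: immunofluorescence imaging; evaluation: % PE-positive cells; benchmarks: TNF-alpha, DMSO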
SIRT5 inh: inhibitors of human sirtuin-5 desuccinylase | Q9NXA8 | Purified SirT5, succinyl-peptide AMC, trypsin-coupled fluorescence | inhibition, % at 15 µM | 330,000 tested, 1.1% active; in the data active = inhibition above about 15%; inconclusive = no clear call, values can overlap the other calls
Target sequence (Q9NXA8 whole entry, looked up): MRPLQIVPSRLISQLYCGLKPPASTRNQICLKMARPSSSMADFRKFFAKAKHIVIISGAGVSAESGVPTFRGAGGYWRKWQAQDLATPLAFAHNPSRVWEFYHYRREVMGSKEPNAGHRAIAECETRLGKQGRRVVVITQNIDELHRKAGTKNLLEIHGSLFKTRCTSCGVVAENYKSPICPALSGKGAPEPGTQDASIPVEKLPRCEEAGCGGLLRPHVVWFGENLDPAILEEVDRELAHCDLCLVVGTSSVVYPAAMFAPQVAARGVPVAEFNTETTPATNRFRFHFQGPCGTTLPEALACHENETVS
DENV2 CPE rescue: inhibitors of DENV2 cytopathic effect | DENV2-infected cells, cytopathic effect rescue, plate reader | CPE inhibition, % at 9.99 µM | 350,000 tested, 1.7% active | AID 651640; in the data active = CPE inhibition above about 20%, passing the limit was not always enough; inconclusive = no clear call, values can overlap the other calls; tested in BHK-21 cells;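 also: 0% = median of neutral control wells and 100% = median of positive control wells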
ERp5 block: ERp5 (human) disulfide isomerase inhibition. inhibition, % at 9.99 µM. ERp5 insulin aggregation, absorbance 650 nm, 90 min. 350,000 tested, 0.05% active. AID 651711;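 active = mean replicate inhibition above about 25%, with every replicate also reaching it, limit read from the data, passing the limit was not always enough; inconclusive = only one of those two criteria met; inactive = neither criterion met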
Target sequence (Q15084 whole entry, looked up): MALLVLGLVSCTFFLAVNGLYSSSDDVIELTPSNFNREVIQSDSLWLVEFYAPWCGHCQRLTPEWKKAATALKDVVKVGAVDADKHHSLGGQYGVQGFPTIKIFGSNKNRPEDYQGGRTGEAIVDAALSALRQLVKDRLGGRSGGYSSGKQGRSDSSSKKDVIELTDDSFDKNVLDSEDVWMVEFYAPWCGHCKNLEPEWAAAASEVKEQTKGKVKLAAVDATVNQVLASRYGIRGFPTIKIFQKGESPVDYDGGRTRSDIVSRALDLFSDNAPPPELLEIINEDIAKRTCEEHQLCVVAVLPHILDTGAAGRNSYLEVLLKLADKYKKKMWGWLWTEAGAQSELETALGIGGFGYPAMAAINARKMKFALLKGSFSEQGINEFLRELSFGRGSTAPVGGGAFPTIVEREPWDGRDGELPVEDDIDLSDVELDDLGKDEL
S100A4 MyoIIA: blocks human S100A4 binding to myosin IIA peptide. P26447. S100A4/TAMRA-MyoIIA peptide fluorescence polarization. inhibition, % at 10.7 µM. 360,000 tested, 0.14% active;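 active = mean inhibition of at least 70% across replicates, with every replicate also reaching that level; inconclusive = mean inhibition reaches 70% but some replicates fall short; inactive = mean inhibition below 70%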
Target sequence (P26447 whole entry, looked up): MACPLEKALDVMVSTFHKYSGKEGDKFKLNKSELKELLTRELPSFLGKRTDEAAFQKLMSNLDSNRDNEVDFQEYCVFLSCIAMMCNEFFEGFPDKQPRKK
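Material: S100A4 monomer protein | Medium: HEPES pH 7.2 with CaCl2, KCl, NaCl, DTT, Triton | Reagent: Labelled myosin peptide probe, 5 nM | Doses: One dose per compound | Times: 5 min incubation before reading | Benchmarks: Neutral control DMSO, positive control TFP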
Active calls of the source: *; ? = inconclusive; nt = not tested or not shown; & = joins results of further samples.

SMILES	C2C12 statin	PglD DTNB	E-selectin induc	SIRT5 inh	DENV2 CPE rescue	ERp5 block	S100A4 MyoIIA
Cc1cccc(NC(=O)c2cccnc2Cl)n1	-3	-4	-2.9	-3	1	-16	-4
O=C(c1cccs1)N1C[C@H](O)[C@@H](n2cc(-c3ccc(F)cc3)nn2)C[C@@H]1c1ccccc1	8	3	0.0	4	-17	-1	-3
O=C1NC[C@@H](CCCCN2C[C@H](Cc3ccccc3)N(CC3CCCCC3)C(=O)C2=O)N(CCc2ccc(O)cc2)C1=O	nt	nt	0.0	2	19	0	-6
O=C(Nc1ccccc1Oc1cccnc1)C1CCCN(Cc2ccccc2O)C1 (centres undefined)	11	-4	nt	5	1	-3	4
Cc1ccc(S(=O)(=O)N[C@@H]2CC[C@H](CC(=O)NCCN3CCCCC3)O[C@H]2CO)cc1	2	-4	0.3	-1	8	-6	-12
CC(C)[C@H](NC(=O)[C@@H]1Cc2ccccc2CN1C(=O)OC(C)(C)C)C(=O)NC1CCCC1	1	nt	nt	-1	-6	12	-3
Cc1nc(NC(=O)CN2CC(C)OC(C)C2)sc1C(=O)N(C)C (centres undefined)	14	-1	nt	-3	-1	4	7
CC(C)(C)/C=N/NC(=O)C1CC1	nt	-5	nt	-5	-4	2	-1
O=C1CC(c2ccccc2)=NN1c1ccc([N+](=O)[O-])cc1	nt	nt	-0.5	4	6	-4	1
O=C(NN=C1CCCC1)c1cc(Br)ccc1O	4	-1	-0.2	-5	-1	-19	11
COc1ccccc1CN1CC(C(=O)NC2(c3ccccc3)CC2)CCC1=O (centres undefined)	-11	-3	0.1	-5	3	-10	-4
COc1ccccc1S(=O)(=O)N[C@H]1CC[C@H](CCNC(=O)C2CCCC2)O[C@H]1CO	-6	6	0.0	2	-10	2	-2
COc1ccccc1CNC(=O)C[C@H]1CC[C@@H]2[C@H](COC[C@H](O)CN2Cc2ccc3c(c2)OCO3)O1	-4	-2	0.0&0.9	1	5&9	3&-2	-1&0
O=C(Nc1ccc(S(=O)(=O)N2CCCC2)cc1)c1ccc(F)cc1	13	7	-0.4	-3	4	2	18
CCOc1ccc(NC(=O)CN(C)C(=O)C2CC(=O)N(CCc3ccc(OC)c(OC)c3)C2)cc1OCC (centres undefined)	4	-3	nt	-2	?	-6	4
CSc1nc(NCCN(C)C)c2sc3nc(-c4ccco4)c4c(c3c2n1)CCC4	4	1	nt	-1	-23	2	3
CCOC(=O)c1c(-c2ccc(OC)cc2)cn2ccccc12	nt	nt	4.3	-7	-4	6	5
CCCCn1c(N)c(N(CCOC)C(=O)C2CCN(S(=O)(=O)c3ccc(F)cc3)CC2)c(=O)[nH]c1=O	-2	-3	nt	-1	3	-3	-2
Cc1cc(O)c(C2(O)C(=O)Nc3ccccc32)cc1C (centres undefined)	-7	1	-0.1	3	1	-6	-3
CO[C@@H]1CN(C)C(=O)c2cc(NS(=O)(=O)Cc3ccccc3)ccc2OC[C@H](C)NC[C@@H]1C	10	5	-0.1	-4	0	0	3
COc1cc(C(=S)N2CCOCC2)cc(OC)c1O	1	7	0.0	-1	11	2	-2
N#Cc1ccsc1NC(=O)CN1CCN(c2ccccc2)CC1	2	nt	0.1	-4	nt	-1	4
C[C@H]1CN([C@@H](C)CO)C(=O)c2cc(C#CC3CC3)cnc2O[C@@H]1CN(C)Cc1ccncc1	10	-4	-0.5	0	8	-8	2
O=C(O)c1ccc2c(c1)ncn2C1CCCC1	3	2	-0.1	21*	2	3	5
COc1ccccc1C(=O)Nc1ccc2[nH]ncc2c1	4	2	nt	-1	1	1	-9
C[C@@H]1CN([C@@H](C)CO)C(=O)c2cc(NC(=O)CCCN(C)C)ccc2O[C@H]1CN(C)S(=O)(=O)c1ccc(Cl)cc1	-25	-4	2.3	-5	4	-8	1
Cc1ccc(N2CC(C(=O)O)CC2=O)cc1 (centres undefined)	nt	nt	nt	-2	3	6	-1
c1csc(-c2nnc(COc3ccc4c(c3)OCO4)o2)c1	nt	nt	9.2	nt	20	-1	-7
Clc1ccc2nc(-c3ccco3)c(Cc3ccccc3)n2c1	11	0	nt	0	3	-17	-3
C[C@@H]1CCCCO[C@@H](CN(C)C(=O)CCCN(C)C)[C@H](C)CN([C@H](C)CO)C(=O)c2cc(NC(=O)C3CCCCC3)ccc2O1	nt	-1	0.0	-1	0	1	10
C[C@H]1CN([C@@H](C)CO)C(=O)Cc2cc(NS(=O)(=O)c3ccccc3)ccc2O[C@H]1CN(C)S(=O)(=O)c1ccccc1	-8	2	-0.4	3	-3	-2	-1
O=C(C[C@H]1CC[C@H](NC(=O)CN2CCOCC2)[C@H](CO)O1)NC1CCCCC1	12	2	0.0	-2	-10	2	-14
COCCN(C(=O)CSc1ncccn1)c1c(N)n(Cc2ccccc2)c(=O)[nH]c1=O	14	-4	nt	7	-8	2	0
Nc1ccc(NC(=O)c2ccc(C(=O)Nc3ccc(N)cc3)cc2)cc1	4	-2	-0.2	1	-1	6	0
COc1cc(SC)ccc1C(=O)Nc1cccc(C)n1	4	-3	nt	2	-5	-2	5
CN1CCN(C(=O)C[C@@H]2CC[C@H]3[C@@H](COC[C@H](O)CN3C(=O)C3CC3)O2)CC1	6	0	0.1	-3	6	3	12
O=C(CS(=O)(=O)c1ccc(Cl)cc1)Nc1nnc(-c2cccs2)o1	-4	3	nt	-5	12	-2	0
C/C=C/c1cnc2c(c1)C(=O)N([C@H](C)CO)C[C@H](C)[C@H](CN(C)C(=O)C1CCCCC1)O2	13	6	0.7	-2	-5	4	2
COc1ccc2c3c(n(C)c2c1)[C@H](CO)N(Cc1ccc(Cl)cc1)CC31CCN(CC2CC2)CC1	nt	nt	0.2	4	7	-6	-3
CC(C)NC(=O)N(C)C[C@H]1Oc2ncc(C#CC3CC3)cc2C(=O)N([C@@H](C)CO)C[C@H]1C	-5	-2	0.4	-2	-5	0	2
COc1ccc(NC(=O)CSc2nc3ccccc3n2-c2ccccc2)c([N+](=O)[O-])c1	nt	nt	nt	-1	8	2	2
CCOC(=O)c1c(-c2ccc(OC)cc2)csc1NC(=O)CSc1nnc(C)c(=O)[nH]1	nt	nt	nt	0	-2	3	1
CC1CC(C)CN(C(=O)c2cc3cc(Br)cc(Br)c3o2)C1 (centres undefined)	nt	nt	nt	-3	-5	-4	2
C/C=C/c1ccc2c(c1)O[C@@H](CN(C)C(=O)Nc1ccc(OC)cc1)[C@@H](C)CN([C@@H](C)CO)S2(=O)=O	8	2	0.2	4	23	0	10
O=C(C1CCN(c2nnc(-n3cccc3)s2)CC1)N1CCc2ccccc2C1	3	-3	0.6	nt	1	0	2
O=C(COC(=O)/C=C/c1ccco1)NC1CCCCC1	8	6	nt	1	-6	-9	1
CN1C(=O)c2cc(NC(=O)c3cnccn3)ccc2OC[C@@H]2O[C@@H](CC(=O)NCC3CCCCC3)CC[C@H]21	4	3	0.3	1	30*	4	4
CN1CCN(C(=O)C2=C[C@H](c3coc4ccccc4c3=O)C[C@H](OCc3ccc(CO)cc3)O2)CC1	11	-2	nt	-4	-7	2	-1
CCN(CC)C(=O)CSc1nnc2sc3ccccc3n12	14	nt	nt	-3	5	6	2
O=C(O)CNC(=O)C1CCCN1C(=O)CNC(=O)OCc1ccccc1 (centres undefined)	5	1	0.1	1	-1	-2	-5
Cc1ccc(C(=O)NN2CC(O)=C(c3nc(-c4cccc([N+](=O)[O-])c4)cs3)C2=N)cc1	nt	nt	nt	6	nt	1	-9
COc1cc2[nH]c3c(=O)n4c(nc3c2cc1OC)SCCC4	3	nt	nt	-2	-4	-6	2
O=C(Nc1ccc(C(=O)N2CCCCC2)cc1)c1ccc([N+](=O)[O-])cc1	-3	4	-0.6	-1	7	1	0
COc1ccc(CCn2c(C)nc3ccccc3c2=O)cc1OC	-3	8	nt	0	-7	0	17
COc1ccc(S(=O)(=O)Nc2cccc3c2O[C@H](CN(C)C(=O)Nc2ccccc2)[C@H](C)CN([C@H](C)CO)C3=O)cc1	19	2	0.0	-2	?	-2	-24
O=C(CCCC(=O)OCC(F)(F)C(F)F)Nc1ccccc1F	nt	nt	nt	0	7	1	-1

(cont.)
SMILES	C2C12 statin	PglD DTNB	E-selectin induc	SIRT5 inh	DENV2 CPE rescue	ERp5 block	S100A4 MyoIIA
O=C(C[C@H]1CC[C@@H]2[C@H](COC[C@@H](O)CN2C(=O)Nc2ccc(Cl)c(Cl)c2)O1)NCc1ccc(Cl)cc1	3	2	0.1	0	-7	2	2
O=C(CCNC(=O)c1ccccc1)OCC(=O)c1ccccc1	6	-2	nt	0	5	7	1
O=C(Nc1ccc(-n2cccc2)cc1)C1CC1	nt	nt	1.8	2	-2	-3	-3
CSc1nc(N2CCOCC2)nc2ccc(C)cc12	-13	2	0.2	nt	?	2	-5

This is a subset; count on the stated rates, not on these rows.
